# Chronic BCR inh: chronic active BCR signaling inhibition. AID 493014. Potency, µM (titrated, usually from 46.1 µM), for the others: at the top dose ratio change, negative = lower green/red ratio, actives largely listed as inhibitors. 340,000 compounds, 0.05% hits. ABC-DLBCL IkBa-CBG/CBR reporter, luminescence ratio, 4 h; active means well fitted inhibition curve with a large enough effect in the signal ratio, with a control signal flat, not every such curve was filed as active; inconclusive means small, poorly fitted or top-dose-only effect, or effect the other way, or a change in a side signal; the % refers to the signal ratio;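 further: potency means the concentration at half of the fitted maximal effect; plate controls were basal doxycycline-induced cells for no effect and cells given 10 µM MG132 for full effect; MG132 reads +100%, hits lower the ratio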
#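 TMD8 human ABC-DLBCL cells with doxycycline-inducible IκBα–green luciferase fusion and unfused red luciferase, in 0.5% FBS medium; compounds up to 46 uM, 4 h at 37C. Green/red luminescence ratio, filter-overlap corrected, fitted to concentration-response curves.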
# Giardia killer: Giardia lamblia killing; Giardia lamblia trophozoite viability; activity change, % at 7.66 µM, hits read low; 340,000 compounds, 0.15% hits; in the data active means activity change below about -80%; inconclusive means between about -30% and that limit;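 further: parasites exposed to compound for two days anaerobically before the ATP read; on the % scale 0 is the no-effect control and ±100 the full control effect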
#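 ATP-content bioluminescence gauges trophozoite survival. Cells (100/well) receive compound and incubate anaerobically for 48 hrs at 37 deg C; detection reagent follows for 15-30 min at room temperature.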
# A-T KAP1 phos: potential ataxia-telangiectasia treatments restoring KAP-1 phosphorylation; Potency, µM (doses to about 57.5 µM), for the others: top-dose activation, hits mostly activators; 320,000 compounds, 0.19% hits; […] A-T fibroblasts, KAP-1 phosphorylation AlphaLISA; neocarzinostatin DNA damage 30 min before lysis; AID 485349; further: potency means the concentration at half of the fitted maximal effect; % of control where 0% means no effect; nearly all actives have a fitted effect of over 45% in size
#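 hTERT-immortalized A-T patient fibroblasts ([…]), 500 cells/well in OPTI-MEM, 1% FBS, got compounds for 60 min, then NCS for 30 min at 37C. Lysates were then assayed for phospho-KAP-1 by AlphaLISA (anti-pKAP1 donor, anti-KAP1 acceptor beads), 6 hr at 25C.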
# KCNH2 WT inh: blocks the wildtype human KCNH2 potassium channel; U2OS, BacMam KCNH2, thallium flux FluxOr; stronger effect = lower value; activity change, % at 1.84 µM; 340,000 compounds, 0.37% hits; AID 720551;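 active means maximum activity change below -70%; inconclusive means maximum activity change between -70% and -50%; inactive means maximum activity change above -50%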; further: on the % scale 0 is the no-effect control and ±100 the full control effect
#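 U2OS cells transduced with wild-type KCNH2 virus are loaded with FluxOr dye for 45 min, and thallium flux is measured in kinetic reads before and after stimulation buffer. Rate constants are normalized to DMSO controls.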
# Tb PFK block: inhibitors of T. brucei phosphofructokinase; Potency, µM (series often up to 57.5 µM), inactives show at the top dose activity, negative = inhibition, most hits filed as inhibitors; O15648; 330,000 compounds, 0.17% hits; T. brucei PFK, ADP-Glo luminescence; AID 485367;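 further: potency means the concentration at half of the fitted maximal effect; 0% = uninhibited 1x PFK enzyme wells and -100% = no-enzyme wells; nearly all actives have a fitted effect of over 60% in size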
# Target sequence (O15648 whole entry, looked up): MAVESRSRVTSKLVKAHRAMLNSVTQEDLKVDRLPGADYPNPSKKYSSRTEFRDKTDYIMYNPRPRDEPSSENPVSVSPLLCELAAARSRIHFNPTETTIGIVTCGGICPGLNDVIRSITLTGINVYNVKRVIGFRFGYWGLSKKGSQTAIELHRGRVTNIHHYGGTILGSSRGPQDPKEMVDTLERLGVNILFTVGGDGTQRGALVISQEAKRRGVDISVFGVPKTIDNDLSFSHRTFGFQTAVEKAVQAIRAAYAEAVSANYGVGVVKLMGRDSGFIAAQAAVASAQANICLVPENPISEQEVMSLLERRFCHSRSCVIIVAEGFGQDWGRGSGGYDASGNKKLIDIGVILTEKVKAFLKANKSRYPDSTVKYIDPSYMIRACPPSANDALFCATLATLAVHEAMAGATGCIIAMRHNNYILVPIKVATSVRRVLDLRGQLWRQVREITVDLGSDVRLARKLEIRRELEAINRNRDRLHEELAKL
#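 1.25 nM PFK with 0.5 mM F6P and 0.1 mM ATP in 0.1 M TEA pH 8.0, 5 mM MgCl2, incubated 45 min at room temperature; ADP measured by ADP-Glo luminescence; compounds titrated up to 57 uM.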
# TSHR antagonist: blocks TSH signaling through the human TSH receptor; 330,000 compounds, 0.2% hits; activity change, negative = inhibition, % at 11.5 µM; TSHR-expressing cells, TSH-stimulated cAMP HTRF, 2 h; stronger effect = lower value;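 active means activity change below a set negative limit, meaning inhibition stronger than a set level, cut at about -70% in these data; inconclusive means activity change between two set negative limits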; further: on the % scale 0 is the no-effect control and ±100 the full control effect
#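 Inhibition of cAMP made by TSHR-expressing cells under TSH stimulation (4nM final, EC80; 2 h, 37 deg C) is quantified with a one-step lysis HTRF kit, anti-cAMP cryptate versus cAMP-d2.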
# TCR activator: activators of T cell receptors; primary human leukocytes, anti-CD3, IL-2 HTRF, 48 h; Potency, µM (titrated, usually from 9.22 µM), inactives show at the highest dose activation of IL-2 secretion, hits mostly activators; 330,000 tested, under 10 active; further: % of control where 0% means no effect
#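 Activity was scored as IL-2 release from primary human leukocytes given only a TCR signal (a-CD3 beads) plus compound for 48 hr. Detection used a two-antibody HTRF format read at 665nm.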
# FBPA coupling cs: counter-screen for Giardia aldolase inhibitors: coupling enzyme system; coupling enzyme system counterscreen, AmpLite Red fluorescence; activity change, negative = inhibition, % at 58.2 µM, hits read low; 290,000 compounds, 0.67% hits; in the data active means activity change below about -30%; further: on the % scale 0 is the no-effect control and ±100 the full control effect
#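 Compounds tested against the coupling enzymes alone at 57.5 uM final; readout was AmpLite Red fluorescence (525/598 nm) after 20 min at RT.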
# GALK inhibitor: inhibitors of human galactokinase. Potency, µM (top dose mostly 57.5 µM), for the others: top-dose activity change, negative = inhibition, usual class: inhibitors. Purified GALK, Kinase-Glo residual ATP luminescence. 270,000 compounds, 0.007% hits; further: potency means the concentration at half of the fitted maximal effect; on the % scale 0 is the no-effect control and ±100 the full control effect
# Target sequence (P51570 whole entry, looked up): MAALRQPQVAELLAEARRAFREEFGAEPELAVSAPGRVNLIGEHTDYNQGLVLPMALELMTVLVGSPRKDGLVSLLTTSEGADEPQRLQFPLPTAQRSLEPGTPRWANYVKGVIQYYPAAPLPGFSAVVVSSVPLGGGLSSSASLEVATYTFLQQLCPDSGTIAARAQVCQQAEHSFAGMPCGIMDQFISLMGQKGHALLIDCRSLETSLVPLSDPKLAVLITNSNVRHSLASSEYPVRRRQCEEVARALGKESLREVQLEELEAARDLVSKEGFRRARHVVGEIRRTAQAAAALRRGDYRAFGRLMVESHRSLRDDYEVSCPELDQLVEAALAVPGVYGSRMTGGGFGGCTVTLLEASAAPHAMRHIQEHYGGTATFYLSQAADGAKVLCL
#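 Human GALK (5 nM) with 35 uM ATP and 100 uM galactose in 20 mM HEPES pH 8.0, 5 mM MgCl2, 60 mM NaCl, 1 mM DTT, 0.01% BSA. After 1 h at room temperature, leftover ATP was read by Kinase-Glo Plus luminescence.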
# CXXC DNA block: MLL CXXC-DNA interaction inhibition | MLL-CXXC / FITC-HOXA9 DNA fluorescence polarization | Potency, µM (titrated, usually from 115 µM), inactives show at the top dose activity change, negative = inhibition, hits mostly inhibitors | Q03164 | 290,000 compounds, 0.037% hits; active means well fitted inhibition curve with a large enough effect in the polarisation, with a control signal flat, not every such curve was filed as active; inconclusive means small, poorly fitted or top-dose-only effect, or effect the other way, or a change in a side signal; inactive means no such curve, though single readings can be large or run the other way; the % refers to the polarisation; further: potency means the concentration at half of the fitted maximal effect
#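 Fluorescence polarization: 7 uM MLL-CXXC (stock) preincubated 5 min with compounds, then 50 nM fluorescein-HOX-A9 DNA (stock) added; 30 min ambient. Buffer 50 mM Tris-HCl pH 7.5, 50 mM NaCl, 1 mM DTT, 0.05% BSA.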
# The depositor's hits bear a star; ? = inconclusive; . = no result given; [ ] = another dose, or the depositor's remark. Unless noted, the call rests on the fitted dose curve; in most records, active means well fitted curve in the direction sought with a large enough effect; inconclusive means small, poorly fitted or top-dose-only effect, or another doubt; inactive means no such curve, though single readings can be large; an effect the other way counts as inactive or inconclusive.
cpd	smiles	CXXC DNA block	A-T KAP1 phos	Giardia killer	Chronic BCR inh	KCNH2 WT inh
1	COc1ccc(NC(=O)CN(c2c(C)cccc2C)S(C)(=O)=O)cc1	5%	-38%	5	4%	4
2	Cc1ccc(CNc2ccc(Cl)cc2[N+](=O)[O-])cc1	23%	5%	-29	?	-5
3	Cc1cc(-c2n[nH]c(=S)n2/N=C/c2cc([N+](=O)[O-])ccc2Cl)n[nH]1	-5%	-5%	16	?	-8
4	O=C(O)C1CCCN1S(=O)(=O)c1ccccc1 (configuration not stated)	4%	6%	-10	2%	6
5	CCn1c(NCc2ccco2)nc2c1c(=O)n(C)c(=O)n2C	5%	-3%	8	?	-7
6	O=C1C(=O)N(CCN2CCOCC2)C(c2ccncc2)/C1=C(/O)c1ccc2c(c1)OCO2 (configuration not stated)	3%	-1%	31[activator]	7%	-14
7	O=C(NC1=NCCS1)C1CCN(S(=O)(=O)c2ccc(Cl)cc2)CC1	.	13%	-8	-2%	14
8	Cc1ccc(C)c(NC(=O)C2C3CCCC2C3c2ccccc2)c1 (configuration not stated)	-1%	6%	-9	-1%	-4
9	c1ccc(-n2c(SCC3CCCCO3)nnc2-c2cnccn2)cc1 (configuration not stated)	2%	.	5	.	-9
10	COc1ccc(OC)c(NC(=O)CCN2C(=O)c3ccccc3C2=O)c1	6%	10%	12	-1%	8
11	COc1ccc(S(=O)(=O)Nc2ccccn2)cc1C(=O)Nc1ccccc1	1%	-2%	-4	-1%	4
12	Cc1cc(S(=O)(=O)NCc2ccccc2)ccc1OCC(=O)Nc1cccc([N+](=O)[O-])c1	11%	-1%	11	0%	19

cpd	GALK inhibitor	TSHR antagonist	TCR activator	Tb PFK block	FBPA coupling cs
1	-4%	4	.	1%	1
2	0%	4	3%	10%	0
3	1%	4	-4%[46.1 µM]	2%	0
4	0%	-3	7%[46.1 µM]	-2%	0
5	-2%	14	-1%[46.1 µM]	2%	0
6	0%	-2	1%[46.1 µM]	-3%	4
7	.	-9	5%	0%	.
8	0%	20	4%	-2%	0
9	-1%	.	1%	.	-3
10	6%	-11	0%	-5%	1
11	4%	-6	2%	3%	1
12	1%	-15	-1%[46.1 µM]	-11%	-14

# An excerpt from above in order of their number in CXXC DNA block, largest number first:
item | SMILES | CXXC DNA block | Chronic BCR inh | GALK inhibitor | TSHR antagonist | TCR activator | Tb PFK block
2 | Cc1ccc(CNc2ccc(Cl)cc2[N+](=O)[O-])cc1 | 23% | ? | 0% | 4 | 3% | 10%
1 | COc1ccc(NC(=O)CN(c2c(C)cccc2C)S(C)(=O)=O)cc1 | 5% | 4% | -4% | 4 | . | 1%
11 | COc1ccc(S(=O)(=O)Nc2ccccn2)cc1C(=O)Nc1ccccc1 | 1% | -1% | 4% | -6 | 2% | 3%

# Other records follow.
cpd	smiles	CXXC DNA block	A-T KAP1 phos	Giardia killer	Chronic BCR inh	KCNH2 WT inh
13	Cc1sc2ncnc(SCC#N)c2c1C	16%	0%	-6	?	-3
14	Cc1ccc(C)c(OCC(=O)NCCNC(=O)COc2cc(C)ccc2C)c1	-2%	-4%	-1	?	-1
15	Cc1ccccc1OC1C(=O)N(Cc2ccc3c(c2)OCO3)C1c1sccc1C (configuration not stated)	3%	-3%	-2	?	-8
16	O=c1[nH]c2cc3c(cc2cc1CN(Cc1cccnc1)C(=S)NCc1ccco1)OCO3	-3%	3%	-9	?	3
17	C/C(CC(C)(C)C1CCCCC1)=N\NC(N)=S	-1%	-1%	4	?	-9
18	O=C(Nc1ccccc1Cl)c1ccc(=O)[nH]n1	0%	7%	-7	1%	5
19	CN(C)/C(Cn1cncn1)=C1/N=C(c2c(F)cccc2F)OC1=O	3%	12%	8	-1%	13
20	CCSc1nnc(NC(=O)C2CC(=O)N(Cc3ccc(C)cc3)C2)s1 (configuration not stated)	2%	-3%	-1	-1%	3
21	O=C(c1ccc(SCc2cccc(Br)c2)c([N+](=O)[O-])c1)N1CCN(c2ccccn2)CC1	-8%	-2%	12	11%	18
22	Cc1ccc([N+](=O)[O-])cc1NC(=O)Cc1cccs1	-1%	-1%	-12	?	-6
23	COc1cc(-c2noc(C)c2C(=O)NCc2ccc(C)o2)cc(OC)c1OC	.	-1%	-28	3%	-11
24	CC[C@H](C)[C@H](NC(=O)c1ccccc1)C(=O)Nc1ccc(S(=O)(=O)Nc2cc(C)nc(C)n2)cc1	-1%	-2%	40[activator]	-1%	5

cpd	GALK inhibitor	TSHR antagonist	TCR activator	Tb PFK block	FBPA coupling cs
13	2%	26	-3%	0%	-1
14	0%	-1	8%[46.1 µM]	-2%	0
15	6%	3	-1%	1%	-1
16	1%	-7	2%	-26%	1
17	0%	?	5%	-1%	0
18	-3%	3	1%	-2%	1
19	1%	-3	-2%	-5%	0
20	1%	1	-1%	-2%	8
21	0%	-7	-7%	-3%	1
22	1%	-3	3%	-4%	1
23	.	11	6%	2%	.
24	0%	0	-2%	1%	7

# New compounds follow.
cpd	smiles	CXXC DNA block	A-T KAP1 phos	Giardia killer	Chronic BCR inh	KCNH2 WT inh
25	CCOC(=O)C1=C(COC(=O)COc2cccc(C)c2C)NC(=O)NC1C (configuration not stated)	.	2%	-8	2%	-7
26	O=C(c1cccc(F)c1)N1CCN(S(=O)(=O)c2ccccc2)CC1	7%	9%	6	-1%	-7
27	Cc1c(CC(=O)O)c(=O)oc2c(C)c3occ(-c4ccccc4)c3cc12	5%	1%	13	0%	11
28	N#Cc1ncc(C(F)(F)F)cc1Sc1ccc(N)cc1	3%	-3%	0	?	4
29	CC(C)COc1cccc(C(=O)Nc2ccc(N3CCOCC3)cc2N2CCOCC2)c1	.	9%	2	?	-13
30	Cc1cc(C(=O)NNC(=O)c2cccc(N(C)C)c2)c(C)o1	-3%	-3%	5	?	-19
31	O=C(Nc1ccc(F)cc1)N1CCN(C(=O)C2CCCO2)CC1 (configuration not stated)	2%	9%	-8	5%	-2
32	CCOC(=O)Cn1c(C)nc2c(C(=O)OCC)sc(C)c2c1=O	15%	2%	39[activator]	6%	2
33	COCC(=O)N1CCCC(C(=O)c2ccc3c4c(cccc24)CC3)C1 (configuration not stated)	-17%	6%	8	-2%	0
34	Cc1nn(C)c(C)c1S(=O)(=O)N1CCCC(C(=O)NCC2COc3ccccc3O2)C1 (configuration not stated)	-16%	13%	-10	13%	-13
35	CC(=O)c1cccc(NC(=O)CCS(=O)(=O)c2ccc(Br)s2)c1	19%	4%	-24	-10%	-7
36	CCCCOc1ccc(-c2nnn(CC(=O)Nc3ncc(CC(=O)OCC)s3)n2)cc1	3%	-1%	-9	?	2

cpd	GALK inhibitor	TSHR antagonist	TCR activator	Tb PFK block	FBPA coupling cs
25	.	5	.	5%	.
26	2%	7	1%	1%	2
27	5%	-8	1%	-1%	6
28	1%	10	1%	1%	8
29	.	-16	4%	-5%	.
30	-4%	-1	9%	-2%	.
31	-1%	0	-7%	0%	.
32	1%	6	9%	0%	-1
33	1%	-5	-30%	0%	-5
34	-1%	-9	2%	-5%	4
35	1%	4	-1%	1%	-1
36	2%	0	1%	-13%	1

# Complete entries from above. Values in the order: CXXC DNA block	A-T KAP1 phos	Giardia killer	Chronic BCR inh	KCNH2 WT inh	GALK inhibitor	TSHR antagonist	TCR activator	Tb PFK block	FBPA coupling cs
# Cc1cc(C(=O)NNC(=O)c2cccc(N(C)C)c2)c(C)o1 in the list: -3%	-3%	5	?	-19	-4%	-1	9%	-2%	.
# Cc1c(CC(=O)O)c(=O)oc2c(C)c3occ(-c4ccccc4)c3cc12 in the list: 5%	1%	13	0%	11	5%	-8	1%	-1%	6

# Next part
cpd	smiles	CXXC DNA block	A-T KAP1 phos	Giardia killer	Chronic BCR inh	KCNH2 WT inh
37	CC12CCC(=O)N1C(C(=O)Nc1nc3ccc(Cl)cc3s1)CS2 (configuration not stated)	.	-4%	-9	?	-2
38	O=C(NCCCc1ccncc1)C1CCC(=O)N(CCc2cccc(F)c2)C1 (configuration not stated)	7%	-2%	27	-14%	2
39	COCCCN(C(=O)C1CCCCC1)c1c(N)n(Cc2ccccc2)c(=O)[nH]c1=O	.	0%	-6	-2%	-28
40	CC(Oc1ccccc1Cl)C(=O)N1CCCN(C)CC1 (configuration not stated)	-1%	-5%	-1	1%	-7
41	COc1ccc(-c2cn(CCCOCc3ccccc3)nn2)cc1	7%	22%	-11	10%	.
42	CC(=O)O[C@H]1[C@H](C)OC=C[C@@H]1OC(C)=O	1%	2%	11	-2%	2

cpd	GALK inhibitor	TSHR antagonist	TCR activator	Tb PFK block	FBPA coupling cs
37	.	-19	1%	-9%	.
38	3%	-2	1%	1%	-1
39	.	-9	-3%	-10%	.
40	6%	32	.	-6%	2
41	.	?	-3%	5%	1
42	.	0	-1%	5%	0
